D2 agonist – HTS Assay for Allosteric Agonists of the Human D2 Dopamine Receptor: Primary Screen for Agonists; hit rate 0.53% among 340,000; activation, % at 2 µM; D(2) dopamine receptor (Homo sapiens), P14416; HEK293 T-REx D2 cells, calcium flux agonist mode;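 active = activation over 3 SD above normal in the single-dose calcium agonist read, cut at about 30% in these data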; note: 0% is about no effect
Target sequence (P14416 whole entry, looked up): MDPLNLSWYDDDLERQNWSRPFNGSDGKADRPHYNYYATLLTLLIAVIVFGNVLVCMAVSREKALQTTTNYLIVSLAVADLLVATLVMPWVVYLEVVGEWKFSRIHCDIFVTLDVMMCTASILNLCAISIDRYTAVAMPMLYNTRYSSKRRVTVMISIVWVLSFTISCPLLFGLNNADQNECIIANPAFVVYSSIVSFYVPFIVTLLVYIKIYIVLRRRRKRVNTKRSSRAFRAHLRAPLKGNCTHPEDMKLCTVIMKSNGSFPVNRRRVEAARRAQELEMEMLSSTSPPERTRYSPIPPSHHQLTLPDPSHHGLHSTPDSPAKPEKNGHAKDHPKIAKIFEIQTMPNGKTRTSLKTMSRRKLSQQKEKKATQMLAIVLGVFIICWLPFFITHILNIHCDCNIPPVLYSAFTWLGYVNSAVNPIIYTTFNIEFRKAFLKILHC
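HEK293 Trex D2 cells, tetracycline-induced, o/n 30 C 5% CO2; no-wash Ca dye, RT 30–90 min; 10-cycle baseline, 23 nl cpd added, kinetic Ca read 180 s; agonist hits = positive Ca response.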
D1 potentiator – Potentiators of Human D1 Dopamine Receptor: qHTS. D(1A) dopamine receptor (Homo sapiens), P21728. HEK293 TREx D1 cells, calcium flux, dopamine EC20 potentiation. potentiation, % at 10 µM. hit rate 0.036% among 360,000; in the data active = potentiation above about 30%; note: 0% is about no effect
Target sequence (P21728 whole entry, looked up): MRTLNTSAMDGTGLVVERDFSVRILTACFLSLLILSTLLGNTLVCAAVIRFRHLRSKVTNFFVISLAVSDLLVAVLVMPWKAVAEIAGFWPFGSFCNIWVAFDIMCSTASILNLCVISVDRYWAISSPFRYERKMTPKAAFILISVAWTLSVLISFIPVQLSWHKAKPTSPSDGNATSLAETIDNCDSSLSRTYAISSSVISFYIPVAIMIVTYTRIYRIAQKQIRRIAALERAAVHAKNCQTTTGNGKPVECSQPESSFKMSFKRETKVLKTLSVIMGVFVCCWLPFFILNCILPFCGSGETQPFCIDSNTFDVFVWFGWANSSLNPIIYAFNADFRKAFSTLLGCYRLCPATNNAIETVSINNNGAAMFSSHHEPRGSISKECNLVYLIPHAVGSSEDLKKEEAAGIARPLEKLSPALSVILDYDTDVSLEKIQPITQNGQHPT
TRHR enhancer – qHTS for Small Molecule Agonists and Allosteric Enhancers of Human TRH Receptor: Primary Screen for Enhancers | TRHR cells, fluo-8 calcium fluorescence, EC20 TRH enhancement | enhancement, % at 2 µM | hit rate 0.66% among 360,000; in the data active = enhancement above about 30%; note: 0% is about no effect
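TRHR-expressing cells loaded with fluo-8 calcium dye were read kinetically (ex 480/em 530) during compound addition, then stimulated with an EC20 of TRH (10 nM final). Enhancement of the Gq-mediated intracellular calcium response was scored.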
RXFP1 antagonist – qHTS Assay for Antagonists of the Relaxin Receptor RXFP1 | HEK293-RXFP1, relaxin-stimulated cAMP HTRF, 30 min; stronger effect = lower value | activity change, negative = inhibition, % at 57.5 µM | hit rate 0.59% among 350,000 | AID 1259400, 2018;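 active = activity change of -60% or lower, but not beyond a set lower limit; inconclusive = change between -60% and -40%, or beyond the set limit; inactive = change above -40%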; note: % is set by controls: 0 for no effect and ±100 for the full control effect
D2 antag – HTS Assay for Allosteric Antagonists of the Human D2 Dopamine Receptor: Primary Screen for Antagonists. D(2) dopamine receptor (Homo sapiens), P14416. HEK293 TREx D2 cells, calcium flux, dopamine EC80. AID 485344, 2010. inhibition, % at 10 µM. hit rate 2% among 340,000; in the data active = inhibition above about 30%; note: 0% is about no effect
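Tetracycline-induced HEK293 T-REx cells expressing D2 force-coupled to calcium signalling were dye-loaded, exposed to compound for 180 s, then challenged with an EC80 of dopamine; calcium flux was followed kinetically for a further 180 s.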
D1 ag – Allosteric Agonists of the Human D1 Dopamine Receptor: qHTS; AID 504660, 2011; activation, % at 2 µM; hit rate 1% among 360,000; D(1A) dopamine receptor (Homo sapiens), P21728; HEK293 T-REx D1 cells, calcium flux, agonist mode; in the data active = activation above about 30%; note: 0% is about no effect
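Inducible HEK293 T-REx D1 cells, force-coupled to calcium signalling, were plated at 4000 cells/well with tetracycline and held overnight at 30 C. After no-wash calcium dye loading, compound-evoked calcium rise over 180 s flagged agonists.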
D1 antag – Antagonist of Human D 1 Dopamine Receptor: qHTS; D(1A) dopamine receptor (Homo sapiens), P21728; activity change, negative = inhibition, % at 10 µM; HEK293 TREx D1 cells, calcium flux, dopamine EC80; stronger effect = lower value; hit rate 3.2% among 360,000; in the data active = activity change below about -30%; note: % is set by controls: 0 for no effect and ±100 for the full control effect
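Tetracycline-induced HEK293 Trex D1 cells, force-coupled to calcium, dye-loaded; compounds added and read 180 s, then EC80 dopamine added and calcium flux tracked kinetically another 180 s.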
D2 potentiator – HTS Assay for Positive Allosteric Modulators of the Human D2 Dopamine Receptor: Primary Screen for Potentiators; D(2) dopamine receptor (Homo sapiens), P14416; HEK293 T-REx D2, calcium flux, EC20 dopamine potentiation; potentiation, % at 10 µM; hit rate 0.34% among 340,000;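 active = potentiation over 3 SD above the plate norm, cut at about 30% in these data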; note: 0% is about no effect
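Potentiation of an EC20 dopamine calcium response measured kinetically over 180 s, after a preceding 180 s compound-only read flagging agonists. Cells: inducible Hek293 Trex D2 line, 4000/well, cultured overnight at 30 C before dye loading.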
RXFP1 ag – qHTS Assay for Agonists of the Relaxin Receptor RXFP1 | Relaxin receptor 1 (Homo sapiens), Q9HBX9 | HEK293T-RXFP1 cAMP TR-FRET, 30 min; response scale: percent of porcine relaxin response, buffer zero | Potency, µM (top dose mostly 57.5 µM), for the others: top-dose activation, hits mostly activators | hit rate 0.3% among 370,000 | AID 2676, 2010; active = well fitted activation curve with a large enough effect; inconclusive = small, poorly fitted or top-dose-only effect; note: potency is the fitted concentration of half-maximal effect; % is set by controls: 0 for no effect and ±100 for the full control effect; nearly all actives have a fitted effect of over 60% in size; many of its hits are not listed in these tables
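cAMP rise read by TR-FRET after 30 min, 37C compound exposure (up to 58 uM) in RXFP1-transfected HEK293 cells with Ro 20174 present. EC50 from Hill-equation fits, with 29 nM porcine relaxin as 100% and buffer as basal.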
Active calls of the source: *; ? = inconclusive; · = no result given. An excerpt. The share of hits here may be higher or lower than overall.

SMILES	D2 agonist	D1 potentiator	TRHR enhancer	RXFP1 antagonist	D2 antag	D1 ag	D1 antag	D2 potentiator	RXFP1 ag
CCCCCCCOc1ccc(C(=O)Nc2cccnc2)cc1	0.5	-7.4	5.8	-4.1	0.9	1.2	5.5	-4.5	1.6%
Cc1ccc(-c2nc3ccccc3o2)cc1NC(=O)Cc1ccc(Cl)cc1	-0.1	-1.2	0.6	·	·	-1.5	1.6	-5.8	5.0%
CCCCNC(=O)c1cccc(NC(=O)c2nsc3ccccc23)c1	-2.0	-1.3	2.1	-16.0	·	3.0	2.0	0.5	11.7%
CC1=C(C(=O)Nc2ccccc2)C(c2ccc(F)cc2)n2nc(SCc3cc(C)ccc3C)nc2N1 (configuration not stated)	0.9	-2.5	-1.2	1.7	·	0.0	-29.0	7.6	1.2%
CCCCn1c(N)c(N(CC)C(=O)c2ccc(N(C)S(=O)(=O)c3ccc(C)cc3)cc2)c(=O)[nH]c1=O	0.0	0.7	37.2*	4.4	12.7	-0.6	6.8	-7.4	1.3%
CCN(CC)c1ccc(NC(=O)c2c(C)nn(-c3ccc(F)cc3)c2-n2cccc2)c(C)c1	-0.9	-2.0	7.0	·	·	2.2	-8.4	-3.2	1.1%
Cc1ccc(/C=C2\SC(=S)N(CC(=O)Nc3cccnc3)C2=O)cc1	0.4	-4.8	1.8	-11.2	-4.9	1.4	-6.0	22.2	-2.8%
O=[N+]([O-])C1=CC=C2C(=NC3(CCCCC3)N2O)C1=NCCO	0.4	4.0	1.1	-4.6	-4.3	-1.0	8.4	-7.9	0.0%
CCCOc1ccc(N2C(=O)CC(N3CCCC(C(=O)N4CCCC4)C3)C2=O)cc1 (configuration not stated)	1.1	-5.4	-5.4	4.9	-13.2	1.1	6.8	·	-0.3%
Cc1nc(CCNC(=O)CC2C(=O)NCCN2Cc2ccoc2)nc2c1CCCC2 (configuration not stated)	-1.9	4.3	-8.3	0.9	12.4	0.3	-13.5	-7.0	0.3%
CC(=O)c1ccc(N2CCN(C(=O)COc3ccc(F)cc3)CC2)c(F)c1	-0.2	-1.6	-2.8	-5.6	-2.2	9.7	-17.5	-1.3	0.5%
O=[N+]([O-])c1ccccc1/C=C/C=N/Nc1nc(N2CCCCC2)nc(N2CCCCC2)n1	-1.0	3.6	-1.6	0.3	0.4	0.1	3.3	0.9	3.6%
COc1ccc(-c2noc(C3CCCN(C(=O)c4ccccc4OC)C3)n2)cc1 (configuration not stated)	-2.0	-4.1	1.5	1.7	-0.8	15.8	-6.2	0.9	2.0%
O=c1cc(-c2ccccc2F)oc2ccccc12	-0.6	2.3	0.8	-5.6	21.6	0.2	5.2	2.5	0.2%
O=C(c1cccc(F)c1)N1CCN(c2cccc(C(F)(F)F)c2)CC1	-1.0	2.5	7.2	3.6	-7.6	1.7	1.4	-6.1	0.8%

With a hit mark in TRHR enhancer, of those listed so far:
Compound,D1 potentiator,TRHR enhancer,RXFP1 antagonist,D2 antag,D1 ag,D1 antag,D2 potentiator,RXFP1 ag
CCCCn1c(N)c(N(CC)C(=O)c2ccc(N(C)S(=O)(=O)c3ccc(C)cc3)cc2)c(=O)[nH]c1=O,0.7,37.2*,4.4,12.7,-0.6,6.8,-7.4,1.3%

Later entries
SMILES	D2 agonist	D1 potentiator	TRHR enhancer	RXFP1 antagonist	D2 antag	D1 ag	D1 antag	D2 potentiator	RXFP1 ag
CC(C)NS(=O)(=O)c1ccc(NC(=O)C(C)Oc2ccc(C(=O)c3ccccc3)cc2)cc1 (configuration not stated)	21.7	2.7	-9.3	-8.2	19.2	136.0*	-15.8	0.6	5.7%
CCCc1c(C)[nH]c2ccc(C(=O)O)cc2c1=S	·	2.5	5.9	43.0	·	2.1	8.7	9.5	?
COc1ccc(CCNC(=O)C(=O)NCC2OCCN2S(=O)(=O)c2ccc(OC)c(OC)c2)cc1OC (configuration not stated)	0.0	-4.7	2.4	-4.5	11.1	-0.5	15.7	12.2	1.2%
N#Cc1cc([N+](=O)[O-])cnc1NCC(O)CO (configuration not stated)	0.8	-1.6	1.2	0.5	0.7	1.7	-5.6	-0.1	-0.1%
COc1ccc(Nc2ncnc3c2nc2n3CCCC2)cc1Cl	-0.5	-0.7	2.0	8.6	·	-1.4	-11.1	4.2	4.0%
COc1ccc(CCNC(=O)CCC(=O)c2cccs2)cc1OC	27.4	-3.6	0.3	-10.9	43.9*	1.0	-2.6	-9.1	0.8%
CCOc1ccc(S(=O)(=O)NCc2ccccc2Cl)cc1C(N)=O	0.0	-0.9	3.7	11.2	-24.2	4.0	9.7	18.4	-0.1%
Cc1ccccc1CNC(=O)Cn1ncn2nc(-c3cccs3)cc2c1=O	-1.5	0.5	-5.3	-15.1	·	6.9	-35.8*	4.1	1.0%
O=C1Cc2ccccc2Sc2ccc(O)cc21	-0.4	-6.2	1.1	6.7	4.3	8.7	-23.9	8.9	1.2%
CCOc1cccc(C(=O)NC(=S)Nc2ccccc2)c1	0.5	4.2	-1.6	5.9	5.9	2.6	21.5	-3.6	2.5%
Cc1ccc(-n2c3c(cc(C(=O)NCc4ccco4)c2=O)C(=O)CC(C)(C)C3)cc1	·	5.2	2.3	-12.8	·	1.8	11.3	·	2.1%
COc1ccccc1N1CCN(CC(O)c2ccccc2)CC1 (configuration not stated)	1.2	-2.0	-0.9	16.0	-15.3	1.1	5.5	-27.0	-3.2%
CCC(C)(C)C(=O)Nc1ncc(S(=O)(=O)c2ccc([N+](=O)[O-])cc2)s1	5.9	-5.8	3.3	2.7	-13.5	23.8	-5.2	30.8*	0.1%
C=CCn1cc(C(=O)OC)c(=O)c2cc(S(=O)(=O)N3CCCCCC3)ccc21	5.1	-2.9	3.2	-2.6	2.2	2.2	3.1	-11.1	6.7%
Cc1ccc(OCc2nc(-c3ccccn3)no2)c(Br)c1	0.0	-2.7	8.8	-7.6	5.2	6.2	10.2	-10.0	5.1%
COc1ccc(OC)c(CCNC(=O)c2cc3cccc4c3n2CC(C)S4)c1 (configuration not stated)	-0.3	0.9	1.8	-29.1	·	0.1	-0.7	-1.2	4.8%
Cc1ccc(CN(Cc2ccco2)C(=O)COc2ccc(C)c(C)c2)cc1	·	-2.5	-8.8	·	·	10.4	-29.2	-4.8	0.2%
CCN(CC)S(=O)(=O)c1ccc2c(c1)N(CC(=O)Nc1ccccc1F)C(=O)C1CCCN21 (configuration not stated)	-0.2	-0.1	2.3	-2.0	·	-1.9	11.7	0.8	9.8%
Cc1ccc(NC(=O)CC(C(=O)O)c2ccccc2)cc1 (configuration not stated)	-0.2	12.8	6.7	4.7	-6.0	1.0	-7.0	-4.5	0.7%
Cc1ccc(-c2ccc(=O)n(CC(=O)NCCc3ccc(Cl)cc3)n2)cc1	1.0	0.1	1.6	-18.0	·	-2.4	4.7	-6.5	0.3%
CCOC(=O)c1ccccc1NC(=O)COC(=O)CCCOc1ccccc1	0.8	-3.8	-12.7	-11.3	7.9	4.6	2.7	-6.9	-1.1%
Cc1ccc(N(C(=O)Cn2nnc3ccccc32)C(C(=O)NCc2ccco2)c2cccnc2)cc1 (configuration not stated)	-0.3	3.4	1.7	-5.3	-16.5	-1.7	1.3	6.7	0.3%
CC(C)(C)c1cc(C(=O)NCC(=O)OCC(=O)c2cccc([N+](=O)[O-])c2)cc(C(C)(C)C)c1	-1.0	1.0	0.9	-7.0	-0.6	2.7	-1.2	-1.7	0.6%
CCC(Sc1nc2cc(OC)c(OC)cc2c(=O)n1CCc1ccc(Cl)cc1)C(=O)NCCOC (configuration not stated)	0.3	-1.5	-0.1	4.7	·	1.8	-6.2	0.7	-0.4%
Cc1ccc(OC(=O)NC2CCS(=O)(=O)C2)cc1C (configuration not stated)	-0.1	7.0	-0.4	3.3	0.7	7.6	8.4	-11.6	1.7%
Cc1ccc(Cl)cc1-n1nnc(-c2nsc(NC(=O)c3ccccc3Cl)n2)c1C	-0.2	2.4	-8.1	·	·	4.9	-10.7	16.7	3.8%
COc1ccc(-c2noc(-c3ccc(NCC4CCCO4)c([N+](=O)[O-])c3)n2)cc1OC (configuration not stated)	15.0	-0.6	3.1	·	·	1.7	-6.9	0.1	-3.6%
O=C(CCNS(=O)(=O)c1ccccc1C(F)(F)F)N1CCN(C(c2ccccc2)c2ccccc2)CC1	-0.4	-7.0	-5.6	-11.3	-15.3	4.0	-25.3	0.2	-0.6%
C=CCN(c1ccccc1)S(=O)(=O)c1ccc2c(c1)N(C(C)=O)CCO2	-0.3	4.4	11.3	4.2	-8.7	-1.3	12.5	7.6	-1.5%
CCOc1cc(-c2nc3ccccc3s2)ccc1O	-1.6	-2.1	-0.7	-23.6	6.1	2.0	-0.5	-7.7	6.7%

By substructure: those above containing two or more sulfur atoms
SMILES	D2 agonist	D1 potentiator	TRHR enhancer	RXFP1 antagonist	D2 antag	D1 ag	D1 antag	D2 potentiator	RXFP1 ag
Cc1ccc(/C=C2\SC(=S)N(CC(=O)Nc3cccnc3)C2=O)cc1	0.4	-4.8	1.8	-11.2	-4.9	1.4	-6.0	22.2	-2.8%
CCC(C)(C)C(=O)Nc1ncc(S(=O)(=O)c2ccc([N+](=O)[O-])cc2)s1	5.9	-5.8	3.3	2.7	-13.5	23.8	-5.2	30.8*	0.1%

Next part.
SMILES	D2 agonist	D1 potentiator	TRHR enhancer	RXFP1 antagonist	D2 antag	D1 ag	D1 antag	D2 potentiator	RXFP1 ag
CC(C)(C)C(=O)Nc1nc2nc(-c3ccccc3)cc(=O)n2[nH]1	·	2.9	1.7	-1.9	·	0.1	-3.2	-1.2	4.9%
CCN(c1ccccc1)S(=O)(=O)c1ccc(Cl)c(NC(=O)CSc2nncn2C)c1	-1.8	-0.3	1.9	10.1	-4.4	-0.1	17.9	-4.7	4.3%
COc1ccc(NC(=O)COC(=O)COc2cccc3c2OC(C)(C)C3)cc1	-0.5	5.2	0.2	-5.1	3.1	4.9	2.4	12.5	-0.9%
Cc1ccc(NC(=O)CSCc2cc(=O)n3ccsc3n2)cc1	0.8	2.4	14.5	5.8	7.0	-0.9	5.4	8.5	0.0%
CCCOc1ccc(C(=O)Nc2ccc(Cl)cn2)cc1	-1.0	-4.0	1.2	-5.6	-11.8	-0.2	-49.8*	-19.8	-0.4%
